E coli Lon inh: E. coli protease La inhibition. P0A9M0. purified E. coli Lon protease, fluorescence polarization. inhibition, % at 7.94 µM. 360,000 tested, 0.42% active; in the data active = inhibition above about 13%, passing the limit was not always enough;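 note: 0% = enzyme with probe and DMSO and 100% = no enzyme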
FAS TE block: FAS thioesterase (human) inhibition | P49327 | recombinant FAS-TE, OMFH fluorogenic substrate, fluorescence endpoint | inhibition, % at 15 µM | 360,000 tested, 0.67% active;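 active = compounds whose normalised, plate-corrected inhibition of enzyme fluorescence in the single-dose primary screen is 50% or more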;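 note: 0% = DMSO with enzyme and 100% = substrate without enzyme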
Neddylation inh: inhibitors of human cullin neddylation | P61081+Q13564 | TR-FRET cullin neddylation, biochemical | calls only at 25 µM | 360,000 tested, 0.58% active | AID 651699; in the data active = inhibition above about 36%
Target sequence (P61081 whole entry, looked up): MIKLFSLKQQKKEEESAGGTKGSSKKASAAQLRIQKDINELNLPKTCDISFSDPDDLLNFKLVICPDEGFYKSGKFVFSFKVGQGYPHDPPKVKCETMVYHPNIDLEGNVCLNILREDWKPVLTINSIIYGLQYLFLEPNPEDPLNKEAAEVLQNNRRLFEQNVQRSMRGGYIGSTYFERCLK
Target sequence (Q13564 whole entry, looked up): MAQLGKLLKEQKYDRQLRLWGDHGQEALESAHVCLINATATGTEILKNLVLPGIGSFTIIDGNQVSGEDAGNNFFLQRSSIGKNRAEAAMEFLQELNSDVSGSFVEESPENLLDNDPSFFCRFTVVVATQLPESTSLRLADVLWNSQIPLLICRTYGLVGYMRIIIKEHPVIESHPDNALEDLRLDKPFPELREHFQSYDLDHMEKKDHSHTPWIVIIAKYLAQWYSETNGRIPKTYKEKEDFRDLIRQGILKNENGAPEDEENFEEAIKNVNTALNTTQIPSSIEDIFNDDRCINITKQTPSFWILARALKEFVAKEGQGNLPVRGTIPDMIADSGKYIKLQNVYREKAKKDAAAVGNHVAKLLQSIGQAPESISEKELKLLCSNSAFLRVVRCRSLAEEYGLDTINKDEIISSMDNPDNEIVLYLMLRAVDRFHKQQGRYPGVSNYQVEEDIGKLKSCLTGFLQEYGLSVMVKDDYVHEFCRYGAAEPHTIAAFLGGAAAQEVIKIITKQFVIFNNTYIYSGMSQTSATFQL
bovine MsrA act: bovine methionine sulfoxide reductase A activation; purified bovine MsrA, absorbance read-out; activation, % at 10.6 µM; 360,000 tested, 0.3% active; in the data active = activation above about 7.5%;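 note: 0% = vehicle and 100% = reference activator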
CendR NRP1 mod: modulators of CendR peptide binding to human neuropilin-1; O14786; FAM-RPARPAR peptide binding to NRP-1, fluorescence polarization; inhibition, % at 25 µM; 360,000 tested, 0.85% active;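 active = inhibition or corrected inhibition above about 18%, plus a signal ratio from 0.5 to 1.5, limit read from the data, passing the limit was not always enough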; note: strong numbers were not always called active
MT1-MMP act inh: MT1-MMP (human) activation inhibition | 360,000 tested, 0.061% active | HT1080 RFP-PRO-GFP cells, GFP/RFP ratio fluorescence, overnight; percent of plate control window, DMSO zero | GFP/RFP ratio change, % at 20 µM | P50281;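 active = GFP/RFP ratio change of at least 30% with cell ATP level not reduced by more than half and red fluorescence within 50% of control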; note: strong numbers were not always called active
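Assay system: HT1080 RFP-PRO-GFP cells. Benchmarks: DMSO vehicle wells and RFP-L50D-GFP reporter cell wells. Times: overnight cell settling, then overnight compound exposure, 37 °C, 5% CO2. Compound: 20 µM single dose, 1% DMSO. Read-out basis: GFP/RFP fluorescence ratio.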
MLLE-PAM2 inh: inhibitors of microRNA-mediated deadenylation, human PABP1 MLLE binding | 360,000 tested, 0.36% active | inhibition, % at 20 µM | GST-MLLE / FITC-PAM2 fluorescence polarization | P11940; in the data active = inhibition above about 35%, passing the limit was not always enough;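 note: plate controls were DMSO wells with GST-MLLE for no effect and wells lacking GST-MLLE protein for full effect; some results filed as inactive read as strong as hits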
SKN-1 block: inhibitors of C. elegans SKN-1 | AID 624304 | C. elegans VP596 Pgst-4::GFP/RFP ratio, acrylamide-induced, 24 h | inhibition, % at 21.8 µM | 360,000 tested, 0.49% active;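 active = interference check ratio from 0.5 to 1.5 plus GFP to RFP signal ratio inhibition reaching or exceeding a fixed threshold, cut at about 30% in these data, passing the limit was not always enough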; note: some compounds called inactive have numbers as strong as hits
Rin1 Abl inh: human Rin1-Abl interaction inhibition; AID 588664; inhibition, % at 7.35 µM; 360,000 tested, 0.4% active; P00519+Q13671; TR-FRET Rin1/Abl binding, biochemical; in the data active = inhibition above about 5%, passing the limit was not always enough
* = called active by the depositor; i = inactive; . = not tested or not shown; + = active, no number.

SMILES	E coli Lon inh	FAS TE block	Neddylation inh	bovine MsrA act	CendR NRP1 mod	MT1-MMP act inh	MLLE-PAM2 inh	SKN-1 block	Rin1 Abl inh
Cc1cccc(-c2sc(Nc3ccccc3)n[n+]2-c2ccccc2)c1	-9	-151	i	-2	-3	-5	-5	10	1
O=C(O)CC12CC3CC(C1)CC(n1ncc(NCc4ccco4)c(Cl)c1=O)(C3)C2	16	-6	i	2	-8	4	8	3	2
CC(C)(C)c1ccc(/C=N/NC(=O)CN2CCS(=O)(=O)CC2)cc1	-1	9	i	-5	7	-4	11	-3	1
CC1(C)Cc2nc(N3CCOCC3)c(C#N)cc2CO1	-5	-5	.	1	5	2	6	20	-2
CSc1ncccc1C(=O)Nc1ccccc1N1CCOCC1	-8	-5	i	-2	-6	-1	11	-1	-1
CC(NC(=O)c1ccccc1NC(=O)c1ccccc1)C(=O)N1CCOCC1 (centres undefined)	-13	-9	i	-2	0	1	3	-1	1
CCOc1ccc(/C=C(/NC(=O)c2ccccc2Cl)C(=O)O)cc1	-8	-4	i	-4	3	1	4	-3	2
CC(=O)Nc1ccc(S(=O)(=O)N(C)CC(=O)N/N=C/c2cccs2)cc1	5	1	i	-2	-5	0	7	-4	-1
CC1CCCN(C(=O)CSc2nnc(-c3cccnc3)n2C2CCCCC2)C1 (centres undefined)	0	-6	i	-1	13	4	-4	-13	2
CCSS(=O)(=O)c1cccc2cccnc12	-4	-6	i	-4	4	1	-88	18	1
COc1ccc(CNC(=O)C2CCN(C(=O)c3ccccc3)CC2)cc1	-9	-3	i	-4	-5	-3	6	6	1
O=C1C(=O)N(CC2CCCO2)C(c2ccco2)/C1=C(/O)c1ccc(F)cc1 (centres undefined)	0	-2	i	-4	-5	-1	13	9	-4
Cc1cc(C)n(-c2nc3ccccc3c(=O)n2OCC#N)n1	-1	-6	i	-2	11	1	-4	15	3
COc1ccc(/C(N)=N/OC(=O)c2ccco2)cc1	-8	-2	i	-2	8	2	9	51*	-1
Cc1cc(/C=C2\SC(=Nc3ccc(N4CCOCC4)cc3)N(C)C2=O)c(C)n1-c1cccnc1	6	4	i	-2	1	-10	-2	-8	0
Cc1cnc(C(=O)N(CC(C)C)c2c(N)n(CC(C)C)c(=O)[nH]c2=O)cn1	10	-8	i	-1	0	-5	0	1	-4
COC(=O)c1ccccc1N=Nc1c(N)n[nH]c1N	-4	-6	i	-3	2	1	4	11	-6
CN1CCN(CCCNC(=O)c2cc3c(=O)oc4ccccc4c3s2)CC1	0	-6	i	-2	-1	-1	13	7	-3
Cc1cc(N2C(=O)C(O)=C(C(=O)c3ccc(C)o3)C2c2cccc(Oc3ccccc3)c2)no1 (centres undefined)	-12	16	i	-3	-48	-3	-15	-14	0
Cc1nn(CC(=O)NCc2cccnc2)c(C)c1[N+](=O)[O-]	-1	-5	i	-12	8	3	-14	-5	0
COc1cccc(C(=O)c2ncc(C(F)(F)F)cc2Cl)c1	-3	3	i	0	-6	1	-19	7	13*
O=C(c1ccc2c(c1)OCO2)N1CCC2(CC1)Oc1ccc(Cl)cc1C(=O)C21CC(c2ccccc2)=NO1 (centres undefined)	9	54*	i	-3	-3	-2	2	17	1
CC(C(=O)Nc1nc(-c2ccc(F)cc2)cs1)N1C(=O)C2CC=CCC2C1=O (centres undefined)	-9	16	i	-3	18	4	0	0	2
CCN(CC)CCNCC(O)(c1ccc(Cl)cc1)c1ccc(Cl)cc1	-6	3	i	-1	15	3	20	3	1
CCCCN(CCCC)S(=O)(=O)c1ccc(OC)c2ncccc12	-7	-16	i	2	13	-4	3	22	-2

Given with two lines to a compound: part of the list above
Each structure is followed by: E coli Lon inh	FAS TE block	Neddylation inh	bovine MsrA act	CendR NRP1 mod	MT1-MMP act inh	MLLE-PAM2 inh	SKN-1 block	Rin1 Abl inh
CC(NC(=O)c1ccccc1NC(=O)c1ccccc1)C(=O)N1CCOCC1 (centres undefined)
→ -13	-9	i	-2	0	1	3	-1	1
CCOc1ccc(/C=C(/NC(=O)c2ccccc2Cl)C(=O)O)cc1
→ -8	-4	i	-4	3	1	4	-3	2
CC(=O)Nc1ccc(S(=O)(=O)N(C)CC(=O)N/N=C/c2cccs2)cc1
→ 5	1	i	-2	-5	0	7	-4	-1
CC1CCCN(C(=O)CSc2nnc(-c3cccnc3)n2C2CCCCC2)C1 (centres undefined)
→ 0	-6	i	-1	13	4	-4	-13	2
CCSS(=O)(=O)c1cccc2cccnc12
→ -4	-6	i	-4	4	1	-88	18	1
COc1ccc(CNC(=O)C2CCN(C(=O)c3ccccc3)CC2)cc1
→ -9	-3	i	-4	-5	-3	6	6	1

Following part:
SMILES	E coli Lon inh	FAS TE block	Neddylation inh	bovine MsrA act	CendR NRP1 mod	MT1-MMP act inh	MLLE-PAM2 inh	SKN-1 block	Rin1 Abl inh
COc1ccc(C2C(C(=O)c3cccs3)=C(O)C(=O)N2Cc2cccnc2)cc1OC (centres undefined)	-7	1	i	-8	1	-1	0	-8	0
CC(C)CN(C(=O)CSc1nc2ccccc2c(=O)[nH]1)c1c(N)n(CC(C)C)c(=O)[nH]c1=O	6	-5	i	-3	-1	-1	-15	-8	4
COC(=O)c1ccc(C(=O)OC)c(NC(=O)COC(=O)C2CCC(C(C)(C)C)CC2)c1 (centres undefined)	-3	22	i	-3	1	-3	-2	-35	-3
Cc1c(Br)cccc1NC(=O)C1(C)CCN1Cc1ccccc1OC(F)F (centres undefined)	-6	17	i	-9	18	-9	1	10	-4
Cc1ccc(CN(C)C(=O)c2cccc(S(=O)(=O)N3CCCC3)c2)o1	-9	-7	i	-2	6	-1	6	25	5
O=C(CCCOc1ccccc1)Nc1cccc(S(=O)(=O)N2CCCCCC2)c1	1	24	i	0	2	.	3	10	0
CC(=O)N(c1nc(/C=C\C(=O)O)cs1)c1ccccc1F	0	-9	i	-4	1	-4	4	-16	0
COc1ccccc1/C=C1\C(=O)Nc2ccccc21	-12	-4	i	3	0	-1	3	11	-1
CCOC(=O)CCCc1sc(N)nc1-c1[nH]c(=O)[nH]c1C	1	-5	i	-6	1	-1	30	1	63*
CCOc1cc2c(cc1OC)C(c1cccc([N+](=O)[O-])c1)NCC2 (centres undefined)	-3	-3	i	-1	3	-2	-10	-6	2
O=C(c1cc([N+](=O)[O-])[nH]n1)N1CCSCC1	15	-5	i	-2	-2	1	7	12	3
COc1ccc(-c2occ(C(=O)O)c2C(=O)O)cc1	-2	-6	i	0	-6	1	9	-19	-8
CCCS(=O)(=O)N1CCCC(C(=O)NCCN2CCC(Cc3ccccc3)CC2)C1 (centres undefined)	1	-6	i	2	0	-2	-3	-12	3
COC1CCCN(Cc2nc(Cc3ccccc3F)no2)C1 (centres undefined)	7	-4	i	-3	3	2	0	7	-2
COc1ccc(-c2csc(C3=C(O)CN(C(C)C)C3=N)n2)cc1OC	10	2	i	-2	-21	9	-50	3	-5
Cc1ccc(CN(C)C(=O)c2ccc(S(=O)(=O)N3CCCCCC3)cc2)o1	4	2	i	-2	7	3	-13	5	0
CC(C)CC(C(=O)Oc1ccc2c3c(c(=O)oc2c1)CCC3)N1C(=O)c2ccccc2C1=O (centres undefined)	3	27	.	-2	-3	0	4	35*	0
CC(C)c1ccc(/C=C/C(=O)NCCCN2CCOCC2)cc1	5	-6	i	-2	-10	2	17	10	1
COc1ccc(NC2CC(=O)N(c3cccc([N+](=O)[O-])c3)C2=O)cc1 (centres undefined)	11	16	i	-3	7	-4	7	-6	2
CC1CN(Cc2ccccc2)C(=S)NC1=O (centres undefined)	18	-3	i	1	0	3	-18	-7	-3
Cc1c(C(=O)O)sc2nc(SCC(=O)Nc3ccc(S(=O)(=O)NC(C)(C)C)cc3)[nH]c(=O)c12	-22	0	i	-4	-29	-4	2	3	2
O=C(c1ccccc1Cl)c1c(O)c2ccccc2oc1=O	3	-3	i	-4	0	0	-2	1	-2
O=C(NCc1ccccc1Cl)c1ccc(Cn2cc(C(F)(F)F)ccc2=O)cc1	-22	1	i	-5	-15	1	2	-20	-8
CCCC[C@@H]1CNC(=O)C(=O)N1CC1CCCCC1	-9	-7	i	-15	-10	7	.	4	.
N#Cc1ccccc1NC(=O)c1ccccc1OCC(=O)NCc1ccco1	2	-2	i	-7	-3	-4	5	10	2

An excerpt from the list above, as a working copy:
SMILES	E coli Lon inh	FAS TE block	Neddylation inh	bovine MsrA act	CendR NRP1 mod	MT1-MMP act inh	MLLE-PAM2 inh	SKN-1 block	Rin1 Abl inh
COc1ccccc1/C=C1\C(=O)Nc2ccccc21	-12	-4	i	3	0	-1	3	11	-1
CCOC(=O)CCCc1sc(N)nc1-c1[nH]c(=O)[nH]c1C	1	-5	i	-6	1	-1	30	1	63*

Next section
SMILES	E coli Lon inh	FAS TE block	Neddylation inh	bovine MsrA act	CendR NRP1 mod	MT1-MMP act inh	MLLE-PAM2 inh	SKN-1 block	Rin1 Abl inh
O=C(NC(=O)c1ccccc1Cl)Nc1ccc(-c2cnco2)cc1	3	0	i	-3	-13	6	0	-10	0
CC(=O)OC(C(=O)n1nc(C)cc1C)c1ccccc1 (centres undefined)	-2	-8	i	-5	0	3	-1	-16	-6
CCc1cc(C(=O)Cc2nc3ccccc3[nH]2)c(O)cc1O	10	-7	i	-2	2	0	13	7	0
CCCCN1Cc2ccccc2Oc2cc(Br)ccc2S1(=O)=O	-6	30	i	-11	-9	1	-15	5	1
CC(C)S(=O)(=O)C1=NSC2=NC(=O)/C(=C\c3ccc(-c4ccccc4)o3)C(=N)N21	-75	-2	+	-3	-90	-15	-25	11	0
Cc1ccc(S(=O)(=O)N2CCOCC2)cc1C(=O)NCCCn1ccnc1	14	-8	i	-4	-3	0	3	18	2
COc1ccc(CNC(=O)CN2c3ccccc3S(=O)(=O)c3ccccc32)cc1	-7	5	i	-1	13	-8	2	1	-1
Cc1cc(C)c(S(=O)(=O)N2CCC(C(N)=O)CC2)cc1C	-3	-3	i	-2	12	-3	-5	9	3
COc1ccc(Nc2cc(Nc3cccc(OC)c3)ncn2)cc1	-14	-10	i	1	3	-8	-21	-5	-3
COc1cccc(-c2nnn(C/C(N)=N/O)n2)c1	0	-8	i	-1	4	2	9	-5	-1
CCOC(=O)N1CCC(N2CCN(S(=O)(=O)c3ccc([N+](=O)[O-])cc3)CC2)CC1	-2	6	i	-1	5	3	27	0	-4
CCOc1ccccc1N1CCN(C(=O)CNC(=O)c2ccccc2F)CC1	3	-2	i	1	-5	-1	-3	16	1
CCOC(=O)c1c(N)n(CCOC(=O)c2cccs2)c2nc3ccccc3nc12	-12	0	.	-8	15	-2	-1	-10	1
CCOc1ccc(CN(C)CC(O)COC(c2ccc(OC)cc2)c2ccc(OC)cc2)cc1 (centres undefined)	5	0	i	-5	0	-1	1	5	-1
CC(OC(=O)Cn1c(C(F)(F)F)nc2ccccc21)C(=O)N1CCCc2ccccc21 (centres undefined)	0	-6	i	0	13	-2	5	10	-3
COc1ccc(Nc2ccc3c(c2)=NC2(CCCCC2)[N+]=3[O-])cc1	0	-9	i	5	16	-19	14	25	-21
CCOc1ccccc1NC(=O)/C(C#N)=C/c1cccnc1	-5	-1	i	-2	15	-2	9	5	-3
Cc1cc(C)nc(SCc2nnc(SCC(=O)Nc3nccs3)n2Cc2ccco2)n1	-3	-4	i	6	8	6	-27	-3	6
CCOc1cc(C(=O)NC(=S)Nc2nc(C)cc(C)n2)cc(OCC)c1OCC	-7	-1	i	-4	-16	4	35	2	0
CCN1CCN(C(=O)C2CC(=O)N(c3ccc(Cl)cc3)C2)CC1 (centres undefined)	4	-4	i	-3	5	-1	5	15	3
CCC1(CC)NC(=O)N(CC(=O)OCC(=O)NC(=O)c2ccc(Cl)cc2)C1=O	1	-4	i	-2	-2	-5	12	1	0
Cc1cccn2c(=O)c(/C=C(\C#N)C(=O)NCc3ccco3)c(N3CCCCC3)nc12	-10	37	i	-3	-8	-3	-2	9	0
Fc1ccc(-c2nnc(CSc3nnc(-c4cccs4)o3)o2)cc1	0	3	i	-3	8	9	-91	9	-3
CC(=O)OCC(=O)Nc1ccc(Br)c(C)c1	-9	-1	i	-9	3	17	13	6	-1
